# Screens deposited in PubChem BioAssay by National Center for Advancing Translational Sciences (NCATS).
# AID inh: inhibitors of human activation induced cytidine deaminase | Q9GZX7 | AID deamination FRET fluorescence, UDG-coupled, 4 h | Potency, µM (titrated, usually from 115 µM), for the others: top-dose activity change, negative = inhibition, usual class: inhibitors | 0.32% of 91,000 active; further: nearly all actives have a fitted effect of over 25% in size
# Target sequence (Q9GZX7 whole entry, looked up): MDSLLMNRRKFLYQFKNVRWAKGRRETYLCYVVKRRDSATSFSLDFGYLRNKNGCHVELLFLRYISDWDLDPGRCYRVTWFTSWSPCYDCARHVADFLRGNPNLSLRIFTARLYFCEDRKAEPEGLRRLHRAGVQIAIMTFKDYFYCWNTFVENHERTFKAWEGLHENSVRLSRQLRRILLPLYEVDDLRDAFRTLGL
# UDG counterscr: counter-screen for AID inhibitors: uracil-DNA glycosylase inhibition | FRET deamination/UDG coupled assay, UDG read, 4 h | 0.14% of 91,000 active | Potency, µM (series often up to 115 µM), without a hit: top-dose activity change, negative = inhibition, hits mostly inhibitors; further: nearly all actives have a fitted effect of over 65% in size
# * = called active by the depositor; ? = inconclusive; [ ] = another dose, or the depositor's remark. The call rests on the fitted dose curve; in most records, active means well fitted curve in the direction sought with a large enough effect; inconclusive means small, poorly fitted or top-dose-only effect, or another doubt; inactive means no such curve, though single readings can be large; an effect the other way counts as inactive or inconclusive. On the % scale 0 is the no-effect control and ±100 the full control effect; potency means the concentration at half of the fitted maximal effect. Some of the compounds tested; rates above refer to the full screens.
Molecule	AID inh	UDG counterscr
O=C(COc1ccc2c(-c3ccccc3)cc(=O)oc2c1)NCCCN1CCOCC1	-7%	-13%
CCCN(CCC)CCCNC(=O)c1cnn(-c2ccc(F)cc2)c1-n1cccc1	-1%	-7%
CCOC(=O)c1[nH]c(C)c(CCC(=O)NCc2ccc(N(C)C)cc2)c1C	-6%	6%
CCNC(=S)Nc1cccc(Cl)c1Cl	-5%	-6%
COc1cccc(NC(=O)C2CCN(S(=O)(=O)c3ccc4[nH]c5c(c4c3)CCCCC5)CC2)c1	-1%	-3%
CC1CCN(S(=O)(=O)c2ccc3c(ccc(=O)n3CC(=O)NCc3ccccc3Cl)c2)CC1	?	-12%
CCCN1CCN(c2ccc(C(=O)O)cc2NS(=O)(=O)c2ccccc2)CC1	9%	0%
CC(C)N1C(=O)C(O)(CC(=O)c2ccncc2)c2ccccc21 (stereo not given)	4%	7%
Cc1ccc(N(C)S(=O)(=O)c2c(-c3ccccc3)csc2C(=O)O)cc1	-14%	2%
O=C(NCCc1csc(-c2ccc(F)cc2)n1)c1c(F)cccc1Cl	-15%	-16%
O=C(c1ccc(Cl)cc1)N1CCC(c2nc3ccccc3o2)CC1	-28%	4%[57.5 µM]
O=C1COc2ccc(-c3cc(-c4ccc(Cl)cc4)c4c(n3)-c3ccccc3OC4)cc2N1	9%	0%
O=C(CCC(=O)NC12CC3CC(CC(C3)C1)C2)Nc1cccnc1	-2%	5%
Cc1ccc(NC(=O)Cn2c(=O)n(CCC(=O)NCc3ccccc3Cl)c(=O)c3ccccc32)cc1	18%	-5%
COc1cccc(CNC(=O)CCCN2C(=O)CSc3c2c(C)nn3-c2ccccc2)c1OC	2%	-9%
CC(C)Oc1ccc(CNC(=O)c2ccc3c(c2)N(C)C(=O)C2CCCCN32)cc1 (stereo not given)	-4%	-21%
CCCSc1ncc(Cl)c(C(=O)Nc2sc(C(C)=O)c(C)c2C(=O)OCC)n1	2%	-6%
O=C(Nc1ccc2c(c1)OCCCO2)c1ccc(SCc2cscn2)cc1	-4%	-8%
Cc1cc(C)c(/C=C/C(=O)c2cccnc2)cc1C	-8%	-11%
O=C(CC1CCCC1)NC12CC3CC(CC(C3)C1)C2	-17%	-4%
Cc1nn2c(=O)cc(COc3ccc(/C=C(\C#N)C(=O)Nc4ccccc4C)cc3)nc2s1	16%	0%
N#Cc1ccccc1Sc1ccccc1C(=O)OCC(=O)Nc1ccc(N2CCOCC2)cc1	57%[activator]	11%
O=C(NCc1cccc(F)c1)c1ccc(CN2C(=O)CSc3ncccc32)cc1	-13%	-7%
COc1cc(OC)c(NC(=O)CCCn2nc(C)c3sc4ccccc4c3c2=O)cc1Cl	?	-12%
S=c1nccc(-c2ccccc2)[nH]1	6%	-5%
CC(C)CNC(=O)NC(=O)CSC1=Nc2ccccc2CS1	1%	8%
CCCNc1c(NC(=O)c2ccc3c(c2)OCO3)c(=O)oc2ccccc12	-3%	3%
COc1ccc(-c2nc(C#N)c(N3CCCCC3)o2)cc1OC	-19%	-9%
O=C(Nc1ccc2nc[nH]c(=O)c2c1)c1ccc(F)cc1F	2%	15%
COc1ccc(/C=C/c2nc(C#N)c(N(C)C)o2)cc1OC	-16%	-14%
CCS(=O)(=O)NCCc1csc2nc(-c3ccc(C)cc3)nn12	4%	-3%[57.5 µM]
COC(=O)c1ccc(NC(=O)CC2C(=O)N(c3ccc(Cl)cc3)C(=O)N2Cc2cccs2)cc1 (stereo not given)	15%	-1%[57.5 µM]
N#Cc1ccccc1OCc1cccc(C(N)=O)c1	-4%	-16%
O=C(O)C#CC12CC3CC(CC(C3)C1)C2	-2%	-5%
COc1cc(-c2nnc(-c3cccc4ccccc34)o2)cc(OC)c1OC	-18%	-3%
O=C(CSc1nnc(-c2ccc(S(=O)(=O)N3CCCCCC3)cc2)o1)c1ccccc1	-5%	0%
CC(=O)c1c(C)oc2c(Cl)cc(NS(=O)(=O)c3ccc4ccccc4c3)cc12	-2%	4%
Cc1ccc(S(=O)(=O)N2CCN(C(=O)C3CC(=O)Nc4cc(F)ccc43)CC2)c(C)c1 (stereo not given)	-9%	-4%
O=C(Nc1ccc(OCc2ccccc2)cc1)C(c1ccccc1)c1ccccc1	22%	1%
CCNc1c(NC(=O)Nc2ccc(C)cc2)c(=O)oc2ccccc12	-12%	18%
O=C(NCc1ccco1)c1ccc2c(c1)N(Cc1ccc(Cl)cc1)C(=O)c1ccccc1S2	2%	-7%
O=C(CCc1ncc(-c2ccc(F)cc2F)o1)NCC(c1ccccc1)N1CCCC1 (stereo not given)	-12%	-12%
N#Cc1ccccc1CNc1cccc(Cl)c1	-14%	0%
CCOc1ccc(-n2c(SCC(=O)Nc3ccc(F)cc3)nc3c([nH]c4ccccc43)c2=O)cc1	6%	-2%
CC(C)C(=O)NCCCOC1CCCCC1	0%	1%
CCOc1ccc(CN(C)c2nn3c(=O)cc(C)nc3s2)cc1	-2%	-3%
Cc1cc(=O)oc2cc(OCc3ccc(C(=O)OCC4CCCO4)cc3)ccc12 (stereo not given)	-3%	1%
CCOc1ccc(NC(=O)C(C)Oc2ccc(F)cc2)c2cccnc12 (stereo not given)	4%	-6%
O=C(Cc1ccc(-c2ccccc2)cc1)NCCS(=O)(=O)N1CCN(c2ccccc2F)CC1	2%	-4%
Fc1ccc(/C=N/Nc2ccc(F)cc2)cc1	-11%	-7%
COc1ccccc1C(=O)NC1CC1	5%	1%
CCn1c2ccccc2c2nnc(N3CCN(c4cc(C)ccc4C)CC3)nc21	1%	0%
CC(C)[C@H](NC(=O)C12CC3CC(CC(C3)C1)C2)C(=O)O	4%	4%
COc1cccc(NC(=O)CN2C(=O)c3ccccc3Sc3ncccc32)c1	-3%	-1%
Brc1ccccc1OCc1noc(-c2ccco2)n1	-7%	-9%
Cn1nc(C(=O)NC2CCCCCCC2)c(Cl)c1C(F)(F)F	-2%	-5%
CCN(C(=O)c1cc2c(s1)CCC2)C1CC1	3%	2%
CCOc1ccc(NC(=O)c2c(NCc3cccnc3)sc3c2CCCC3)cc1	67%[activator]	-3%
O=C(/C=C/c1cnc2ccccc2n1)NCc1ccccn1	14%	-5%
O/N=C1\CCCc2c1nc(-c1ccc(F)cc1)n2O	31%[activator]	-13%

# Continuation:
Molecule	AID inh	UDG counterscr
Cc1cc(C)n2nc(CNC(=O)c3cccc(N(C)C)c3)nc2n1	14%	-12%[57.5 µM]
Cc1cccc(Cn2c(=O)n(Cc3ccc(C(=O)NC4CCN(Cc5ccccc5)CC4)cc3)c(=O)c3ccccc32)c1	20%	11%
O=C(Nc1ccc2c(c1)OCO2)c1cc(=O)c(OCc2ccccc2F)co1	2%	3%
COC(=O)c1c(NC(=O)c2cc3nc(-c4ccc(Br)cc4)cc(C(F)(F)F)n3n2)sc2c1CCCC2	1%	31%[activator]
CNC1C2CC3CC(C2)CC1C3 (stereo not given)	3%	5%
CCOc1ccc(NC(=O)c2cnn(-c3ccc(C)c(C)c3)c2C2CCN(C(=O)OC(C)(C)C)CC2)cc1	-12%	9%
CC(C)(C)CC(=O)NCC(c1ccc2c(c1)OCO2)N1CCN(c2ccccc2)CC1 (stereo not given)	-22%	8%
O=C(OCc1cccc(C(F)(F)F)c1)c1ccccc1C(=O)c1ccc(Cl)c([N+](=O)[O-])c1	-7%	-6%
O=c1[nH]cnc2scc(-c3cccs3)c12	-7%	-4%
CC1CC2(CCCC2)Nc2ccc(F)cc21 (stereo not given)	-3%	1%
Cc1cccc(CC(=O)NC(Cc2ccccc2)C(=O)NCc2cc(=O)n(C)c(=O)n2C)c1 (stereo not given)	1%	4%
CC(C)Cc1ccc(C(C)NC(=O)c2ccc(CN3CCCC3)cc2)cc1 (stereo not given)	-7%	-1%
COc1ccc(N2CCN(S(=O)(=O)c3ccc4oc(=O)c5ncn(C)c5c4c3)CC2)cc1	-1%	0%
Cc1[nH]c2ccccc2c1C(c1ccccc1I)c1c(C)[nH]c2ccccc12	27%	-7%
CCCc1nn2c(=O)cc(COC(=O)c3ccccc3NC(=O)COc3ccccc3)nc2s1	-2%	-17%
CC1CCCN(S(=O)(=O)NCc2ccnc(N3CCN(c4ccc(F)cc4)CC3)c2)C1 (stereo not given)	-9%	-1%
O=C(OCc1ccco1)c1ccc2c(c1)N(Cc1ccc([N+](=O)[O-])cc1)C(=O)c1ccccc1S2	-13%	-2%
Cc1nn(C)c2c(=O)n(CC(=O)NCc3ccccc3C(F)(F)F)ccc12	-11%	-5%
O=C(CSc1nc2ccccc2n1C(F)F)c1ccc(Cl)cc1	?	-8%
CC(C)NC(=O)c1ccc(NC(=O)N2CCCCc3ccccc32)cc1	14%	1%

# The last 4 entries of the part above come first, to join the parts:
Molecule	AID inh	UDG counterscr
O=C(OCc1ccco1)c1ccc2c(c1)N(Cc1ccc([N+](=O)[O-])cc1)C(=O)c1ccccc1S2	-13%	-2%
Cc1nn(C)c2c(=O)n(CC(=O)NCc3ccccc3C(F)(F)F)ccc12	-11%	-5%
O=C(CSc1nc2ccccc2n1C(F)F)c1ccc(Cl)cc1	?	-8%
CC(C)NC(=O)c1ccc(NC(=O)N2CCCCc3ccccc32)cc1	14%	1%
Cc1ccc2nc(/C(C#N)=C\C3CC4C=CC3C4)[nH]c2c1 (stereo not given)	31%[activator]	-3%
O=C(Nc1ccc2oc(-c3cccnc3)nc2c1)c1ccccc1F	57%[activator][57.5 µM]	-12%[57.5 µM]
CC1(C)C2CCC1(C)C(OC(=O)C[N+]1(C)CCOCC1)C2 (stereo not given)	0%	-1%
CCCNC(=O)CSc1nc2ccsc2c(=O)n1C	-3%	5%
COCCNC(=O)Cn1nc(C)c2c(C)n(-c3ccc(C)cc3)nc2c1=O	33%[activator]	22%
Cc1cc2c(cc1C)-c1ccccc1C2=O	-10%	-13%
CS(=O)c1ccc(C(=O)Nc2ccc(N3CCOCC3)cn2)cc1 (stereo not given)	5%	8%
Cc1ccc(CNC(=O)C2CC2)cn1	-6%	-15%
COc1ccc(CCN2C(=O)c3[nH]nc(-c4ccccc4O)c3C2c2ccc(OC)c(OC)c2)cc1 (stereo not given)	-7%	4%
COCCCNCc1cc(=O)oc2ccc3ccccc3c12	-2%	-2%
COc1ccc(NC(=O)c2cc(S(=O)(=O)N3CCCCC3)cn2C)cc1Cl	10%	4%
COc1cccc(CNC(=O)Cn2ccc3cc(S(=O)(=O)N4CCCC4)ccc32)c1	-6%	3%
O=C(O)Cn1cc(C(C(=O)O)N2CCN(Cc3ccncc3)CC2)c2ccccc21 (stereo not given)	-1%	3%
COc1ccccc1NC(=O)CSc1ncc2c(n1)-c1cc(Cl)ccc1N(Cc1ccccc1)S2(=O)=O	136%[activator]	0%
COCCN(CCCc1ccccc1)CC(=O)N(C)C	5%	7%
COc1ccccc1-c1ccnc2c1c(=O)[nH]c(=O)n2CC1CCCO1 (stereo not given)	-9%	-7%
Cc1cccc(NC(NC(=O)c2ccc(Br)cc2)C(Cl)(Cl)Cl)c1 (stereo not given)	-13%	-4%
Cc1ccc(C)c(N2CCN(CCCNC(=O)c3cnn(-c4ccccc4Cl)c3C3CCN(C(=O)OC(C)(C)C)CC3)CC2)c1	?	?
Cc1nc(-n2nc(C)c(Cl)c2C)sc1C(=O)N1CCCCC1C (stereo not given)	-15%	-5%
CN(CC(=O)Nc1ccc(Cl)c(Cl)c1)CC(=O)N(C)C1(C#N)CCCCC1	-8%	-6%
Cc1ccc(NC(=O)CSCc2cnn(-c3ccccc3)c2-n2cccc2)c(Cl)c1	5%	-7%[57.5 µM]
CCOC(=O)c1ccc(NC(=O)C(C)Sc2nc(=O)cc(N)n2CCc2ccccc2)cc1 (stereo not given)	15%	3%
Cc1cc2nc(NC(=O)c3ccc(S(=O)(=O)N4CCOCC4)cc3)sc2cc1C	-8%	-2%
Cc1ccc(CN2CCC(CNC(=O)Nc3c(C)cccc3C)C2)cc1 (stereo not given)	-4%	2%
CC(C)(CNC(=O)C1(c2ccc(F)cc2)CCC1)C(N)=O	5%	12%
CC(C)C(=O)Nc1ccc2c(C(C(=O)O)N3CCN(c4ncccc4C#N)CC3)c[nH]c2c1 (stereo not given)	-7%	6%
CNC(=O)c1ccc(Nc2nnc(-c3ccc(C)c(S(=O)(=O)N4CCOCC4)c3)c3ccccc23)cc1	?	-13%[57.5 µM]
O=C(CCCn1c(=O)c2cccn2c2ccccc21)Nc1cccc(Cl)c1	5%	-5%
COc1ccc(/C=C/c2nc(C#N)c(NCCc3ccccc3)o2)cc1OC	50%[activator]	1%
CNC(=S)N(C)Cc1ccccc1Br	-11%	-9%
CONC(=O)COc1ccc(C#N)cc1	7%	6%
Cc1c(NC(=O)C(C)(C)Oc2ccc(Cl)cc2)cccc1-c1nc2ccccc2o1	-14%	-8%
CC(=O)Oc1ccccc1C(=O)Oc1ccc(F)cc1	4%	7%
CC(c1ccc(F)cc1)N(C)Cc1nc2sccn2c1Br (stereo not given)	-6%	-2%
Cc1ccc(NC(=O)C2CCN(S(=O)(=O)c3ccc4c(c3)CCCC(=O)N4)CC2)c(Br)c1	?	13%
Cc1ccsc1C(=O)NNC(=S)NC(C)C	0%	6%
